Source: PubChem BioAssay (School of Medicine, Boston University)
PL synth Enamine: animal cell phospholipid biosynthesis inhibition, Enamine screen; ZR-82 CHO cells, pyrene fatty acid UV survival, CellTiter Blue; peroxisome-deficient CHO-K1 mutant line; plus DGAT-1, DGAT-2 and ACAT inhibitors; calls only at 10 µM; 20,000 compounds, 0.4% hits;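 active = cell survival signal 2 SD away from solvent-only control wells, confirmed on one or two retests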;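 also: 3 h compound exposure then viability read about one day after UV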
Calls only; i = inactive; + = active, no number. Not all compounds are listed; the hit share may differ from the screen's.

SMILES	PL synth Enamine
OCCn1c(CSc2nc3ccccc3o2)nc2ccc(Cl)cc21	i
CCCCN(C(=O)CN1CC(C)OC(C)C1)c1c(N)n(CC(C)C)c(=O)[nH]c1=O (stereo not drawn)	i
CN=c1scc(-c2ccc(Cl)cc2Cl)n1/N=C/c1ccsc1	i
Cc1cc2nn(CN3CCOCC3)c(=S)n2c2ccccc12	i
CC(C)=CCCC(C)NC(=O)NC1CCCCC1 (stereo not drawn)	i
O=[N+]([O-])c1cc(NS(=O)(=O)c2ccc3c(c2)OCCCO3)ccc1NC1CCS(=O)(=O)C1 (stereo not drawn)	i
CCN(C(=O)Cn1nnc(-c2cccs2)n1)C1=CCCC1	i
Cc1nc(NCc2ccco2)c2c3c(sc2n1)CCCC3	i
C1CCC(Nc2nc(CN3CCCCC3)nc3sc4c(c23)CCCC4)CC1	i
CC(=O)CSc1nc(C)nc2sc3c(c12)CCCC3	i
CN1C=C(C(N)=O)C=CC1=C1C(=O)c2ccccc2C1=O	i
COC(=O)C(NC(=O)C12CC3CC(CC(C3)C1)C2)C(C)C (stereo not drawn)	i
CC1=C/C(=N\NC(=O)C2CC2)CC1	i
O=[N+]([O-])c1ccc(-c2cn3cccnc3n2)cc1	i
O=C(Oc1ccc(Cl)c(Cl)c1)C1=CC=CN2CCS(=O)(=O)N=C12	i
Cc1cc(C(=O)CN2C(=O)NC3(CCCc4sccc43)C2=O)c(C)n1C1CC1 (stereo not drawn)	i
O=S(=O)(NC1=NCCC1)c1ccc2c(c1)OCCOCCOCCOCCO2	i
CC(Sc1nnc(C2CC2)n1C1CC1)C(=O)NC12CC3CC(CC(C3)C1)C2 (stereo not drawn)	i
Cc1cc(Cn2ncc(Cl)c(Cl)c2=O)no1	i
Cc1nn(-c2ccccc2)c2c1C(c1ccc([N+](=O)[O-])o1)N1C(=N2)C(N2CCN(c3ccccc3)CC2)=Nc2ccccc21 (stereo not drawn)	i
CCOC(=O)C1=C(COC(=O)Cc2cccs2)NC(=O)NC1C (stereo not drawn)	i
COC(=O)N/N=C/c1sc(N2CCCCC2)nc1-c1cccs1	i
O=C(Nc1ccccc1)NC(NC(=S)Nc1ccccc1)C(Cl)(Cl)Cl (stereo not drawn)	i
O=C(CSc1n[nH]c(-c2cccs2)n1)NC(=O)NC12CC3CC(CC(C3)C1)C2	i
O=S1(=O)CCN2C(=N1)Sc1cc(SC(F)F)ccc12	i
(listing goes on)
SMILES	PL synth Enamine
COc1ccccc1/C=C1\CCCC2=C1Nc1ncnn1C2c1ccccc1OC (stereo not drawn)	i
COC(F)(C(N)=O)C(F)(F)F (stereo not drawn)	i
Cc1ccc(C)c(C2C=C(c3ccc(F)cc3)Nc3nc(C(F)(F)F)nn32)c1 (stereo not drawn)	i
CC1=CC=CC2=NC(=NS(=O)(=O)c3ccc(F)cc3F)c3ccccc3CN12	i
CN1/C(=C\C=N\N=C2c3ccccc3-c3ccccc32)C(C)(C)c2ccccc21	+
OC(CN1CCOCC1)CN1CCC(c2nc3ccccc3o2)CC1 (stereo not drawn)	i
O=S1(=O)N=C(N2CCN(c3ccccc3F)CC2)c2ccccc21	i
Fc1ccc(C2=NNC(=NC3CC3)SC2)cc1F	i
COc1cc2c(cc1NS(=O)(=O)c1c(F)cc(F)c(Cl)c1F)oc1ccccc12	i
Cc1cc(-c2csc(NC3CCCC3)n2)c(C)n1CC1CCCO1 (stereo not drawn)	i
O=C(COC(=O)C1CC2CCCC(C1)C2=O)NC1CCS(=O)(=O)C1 (stereo not drawn)	i
CC(C)c1ccc(C2=N/C(=C\c3ccc(Br)cc3)C(=O)O2)cc1	i
Cc1sc2ncnc(NNC(=S)NCCN3CCOCC3)c2c1C	i
CC1CCN(Cc2nc(NCCN3CCOCC3)c3c4c(sc3n2)CCC4)CC1	i
CN=c1scc(-c2ccc(C)c(C)c2)n1/N=C(\C)c1cccnc1	i
O=[N+]([O-])c1ccc2[nH]c(O)c(N=Nc3ncc(Cl)cc3Cl)c2c1	i
CC(C)(C)C(=O)NCc1ccc(C(=O)CN2C(=O)NC3(CCCC3)C2=O)s1	i
CC(C)N=c1scc(-c2ccc(F)cc2)n1/N=C/c1cc2c(cc1[N+](=O)[O-])OCO2	i
O=[N+]([O-])c1ccc2nc(NS(=O)(=O)c3ccc(Cl)c(C(F)(F)F)c3)sc2c1	i
CN1/C(=C2\C=NN(c3ccccc3)P2(=O)Nc2ccc(Br)cc2)C(C)(C)c2ccccc21 (stereo not drawn)	i
O=C(COC(=O)/C=C/c1ccco1)COC(=O)/C=C/c1ccco1	i
O=S(=O)(Nc1nc2ccccc2nc1Nc1cccc2ccccc12)c1ccc(Cl)s1	i
Nc1[nH]c(=O)[nH]c(=O)c1N=Nc1ccc2c(c1)OCCO2	i
CCOC(=O)c1cc(C(C)C)sc1NC(=O)CONC(=O)c1ccc(Br)s1	i
CN1CCC2(CC1)NC(=O)N(CN1CCN(S(=O)(=O)c3ccc4c(c3)OCCCO4)CC1)C2=O	i

Exported as comma-separated lines: entries from further up.
SMILES,PL synth Enamine
Nc1[nH]c(=O)[nH]c(=O)c1N=Nc1ccc2c(c1)OCCO2,i
CC(C)(C)C(=O)NCc1ccc(C(=O)CN2C(=O)NC3(CCCC3)C2=O)s1,i
O=S1(=O)N=C(N2CCN(c3ccccc3F)CC2)c2ccccc21,i
CN1CCC2(CC1)NC(=O)N(CN1CCN(S(=O)(=O)c3ccc4c(c3)OCCCO4)CC1)C2=O,i
Cc1ccc(C)c(C2C=C(c3ccc(F)cc3)Nc3nc(C(F)(F)F)nn32)c1 (stereo not drawn),i
O=C(COC(=O)/C=C/c1ccco1)COC(=O)/C=C/c1ccco1,i
CN1/C(=C\C=N\N=C2c3ccccc3-c3ccccc32)C(C)(C)c2ccccc21,+

More entries follow:
SMILES	PL synth Enamine
CCC1CSC(=NCCSc2ccc(Cl)cc2)N1 (stereo not drawn)	i
O=S(=O)(c1ccc(Cl)cc1)N1CCN(Cn2nc3sc4ccccc4n3c2=S)CC1	i
CN1/C(=C2/C=NN(C)P2(=Nc2ccccc2[N+](=O)[O-])N2CCOCC2)C(C)(C)c2ccccc21 (stereo not drawn)	i
Cc1nnc(N)s1	i
C=CCN1C(=O)C(=O)c2ccccc21	i
Cn1c(=NC(=O)C2=NN(C3CCS(=O)(=O)C3)C(=O)CC2)sc2ccccc21 (stereo not drawn)	i
O=C(CN1C(=O)C(=O)N(C2CCCC2)C1=O)c1ccc(CC(=O)N2CCOCC2)s1	i
CC(C)(C)C(=O)NC(C(=O)O)C12CC3CC(CC(C3)C1)C2 (stereo not drawn)	i
CCC(=O)NNC(=O)Cc1nc2sc(C)c(C)c2c(=O)[nH]1	i
O=P1(Nc2ccc(F)c(F)c2F)C=C(c2ccccc2)OC(c2ccccc2)=C1	i
CCOC(=O)c1sc(N)c(C(=O)OCC)c1COC(=O)c1cnc(C)cn1	i
CCn1c(-c2ccc(C(C)(C)C)cc2)n[nH]c1=S	i
Cc1nnc(NC(=O)c2nc3nccc(C)n3n2)o1	i
NC(=S)N/N=C/c1ccc(Cl)cc1Cl	i
Cc1cc(C(=O)Cn2cnc3sccc3c2=O)c(C)n1CC1CCCO1 (stereo not drawn)	i
O=C(COC(=O)/C=C/C(=O)OCC(=O)NC12CC3CC(CC(C3)C1)C2)NC12CC3CC(CC(C3)C1)C2	i
Nc1ncnc(N/N=C/c2ccc(C3=CCCC3)s2)c1[N+](=O)[O-]	i
COCCc1ccc(C2=CSC3=NS(=O)(=O)CCN23)cc1	i
COc1ccc(/C=C2\N=C(c3ccccc3I)OC2=O)c(OC)c1OC	i
Fc1ccc2nc3n(c2c1F)CCCCC3	i
Cc1cc(CN2C(=O)C(=O)N(CC(C)C)C2=O)no1	i
C=CCN=c1scc(-c2ccccc2)n1/N=C/c1ccc(O)cc1O	i
Cn1cccc1C1N=C(N)Nc2nc3ccccc3n21 (stereo not drawn)	i
Cc1ccc(Oc2ncnc3sc(C)c(C)c23)c([N+](=O)[O-])n1	i
CCCCNC(=S)NCCN1CCN(C(=S)NCCCC)CC1	i
The list continues:
SMILES	PL synth Enamine
Fc1ccccc1-c1nnc(SCc2ccc3c(c2)OCO3)n1C1CC1	i
Cc1sc2nc(CSc3nnc(C4CC4)n3C)[nH]c(=O)c2c1C	i
Cc1nc(SCC(=O)c2c(N)n(C3CC3)c(=O)[nH]c2=O)c2c(C)c(C)sc2n1	i
CCn1c(C)cc(C(=O)COC(=O)c2cc(C)n(C3CC3)c2C)c1C	i
O=[N+]([O-])c1ccc(S(=O)(=O)Nc2ccc(S(=O)(=O)C(F)F)cc2)cc1	i
c1ccc([P+](CC23CC4CC(CC(C4)C2)C3)(c2ccccc2)c2ccccc2)cc1	i
CCOC(=O)c1c(C)[nH]c(C(=O)COC(=O)/C=C/c2ccc(Br)o2)c1C	i
O=C(CCC(=O)c1cccs1)OCC(=O)c1ccc(Cl)s1	i
O=C(Cn1cnc2sc3c(c2c1=O)CCC3)NCCC1=CCCCC1	i
CCC(C)/C(C)=N/Nc1ccc(S(N)(=O)=O)cc1[N+](=O)[O-] (stereo not drawn)	i
FC(F)(F)c1nc(Nc2ccccc2)c2ccccc2n1	i
C=CCn1c(C)cc(C2=NNC(=NC3CC3)SC2)c1C	i
CC1(C)CC(=O)C(C(C2=C(O)CC(C)(C)CC2=O)c2ccco2)=C(O)C1	i
CN1CC(=O)NC1=NC(=O)C12CC3CC(CC(C3)C1)C2	i
CN1/C(=C\P(=Nc2ccc(S(N)(=O)=O)cc2)(OCC2CCCO2)c2ccccc2)C(C)(C)c2ccccc21 (stereo not drawn)	i
NC(=O)c1ccsc1NC(=O)CCCC(=O)O	i
O=[N+]([O-])c1ccc(Nc2ccc(F)cc2)c([N+](=O)[O-])c1	i
CCOC(=O)C(CC)/C(C)=N/NC(=O)OC (stereo not drawn)	i
Cc1cc(C(=O)CSc2nc(N)nc(N)n2)c(C)n1CCC1=CCCCC1	i
O=C(O)CNc1ncnc2sc3c(c12)CCCC3	i
Cc1cc(C(=O)CSc2nnc(N)s2)c(C)n1C(C)C	i
CC(C)(C)c1nnc2sc(SCCSc3cc(Cl)ccc3Cl)nn2c1=O	i
OCCn1c(COc2ccc(Cl)cc2Cl)nc2ccc(Cl)cc21	i
CC(Sc1nnc(SC(C)C(=O)NC2CCCC2)s1)C(=O)NC1CCCC1 (stereo not drawn)	i
O=[N+]([O-])c1ccc(-c2nn3c(-c4ccccc4)nnc3s2)o1	i

Ordered by molar mass (ascending): 3 of the compounds above
SMILES	PL synth Enamine
O=[N+]([O-])c1ccc(Nc2ccc(F)cc2)c([N+](=O)[O-])c1	i
CCC(C)/C(C)=N/Nc1ccc(S(N)(=O)=O)cc1[N+](=O)[O-] (stereo not drawn)	i
CCn1c(C)cc(C(=O)COC(=O)c2cc(C)n(C3CC3)c2C)c1C	i

Further records.
SMILES	PL synth Enamine
CC1CC(Sc2nnc(-c3ccc(C(C)(C)C)cc3)n2C2CCCC2)C(=O)O1 (stereo not drawn)	i
O=C1CS/C(=N/N=C/c2ccc(I)o2)N1	i
Cc1nc(N2CCCCCC2)c2c(C)c(C)sc2n1	i
CC(N/C=C/C(=O)C(F)(F)F)C(=O)OC(C)(C)C (stereo not drawn)	i
OC(CN1CCOCC1)Cn1c2ccc(Br)cc2c2cc(Br)ccc21 (stereo not drawn)	i
O=C(c1cccs1)N1N=C(c2cccs2)CC1c1ccco1 (stereo not drawn)	i
Fc1ccc(OC2OCCOC2Oc2ccc(F)cc2)cc1 (stereo not drawn)	i
O=C(NNC(=S)NCc1ccco1)C(=O)NNC(=S)NCc1ccco1	i
CN(C)C1(CNS(=O)(=O)c2cccc3nsnc23)CCCCC1	i
O=C(COC(=O)C12CC3CC(CC(C3)C1)C2)NCC(F)(F)F	i
C[C@H](NC(N)=O)C(=O)OCC(=O)NC12CC3CC(CC(C3)C1)C2	i
COCCNc1ccc(S(C)(=O)=O)cc1[N+](=O)[O-]	i
O=C(OC(F)(F)C(F)(F)C(F)(F)C(F)F)C1CCN(S(=O)(=O)c2cccc3nsnc23)CC1	i
O=C1NC(=O)c2cc([N+](=O)[O-])ccc21	i
O=C(c1cccs1)N1CCN(Cn2nnc(-c3cccs3)n2)CC1	i
CC1CCc2c(sc3ncnc(N4CC(C)OC(C)C4)c23)C1 (stereo not drawn)	i
C#CCOc1c(Cl)cc(/C=N/n2c(=O)[nH]c3cc(OC)c(OC)cc3c2=O)cc1OC	i
Nc1ccc(NC(=S)NCc2ccco2)cc1[N+](=O)[O-]	i
CCNC(=O)NC(=O)C(C)OC(=O)c1ccc([N+](=O)[O-])o1 (stereo not drawn)	i
O=S1(=O)CCC(NCc2cc(Cl)c3c(c2)OCCCO3)C1 (stereo not drawn)	i
C=CCN1C(=O)/C(=C/c2c(NCCCn3ccnc3)nc3c(C)cccn3c2=O)SC1=S	i
CCCCn1c(=O)[nH]c(=O)c2c1nc(COC(=O)C=C(C)C)n2CC	i
CN1CCN(CCS(=O)(=O)OCC(F)(F)F)CC1	i
COc1ccc(NS(=O)(=O)c2ccc(F)c(F)c2F)cc1S(=O)(=O)N1CCOCC1	i
COc1cc(-c2nnc(SCc3nnc(-c4ccco4)o3)o2)cc(OC)c1OC	i
New compounds follow
SMILES	PL synth Enamine
O=C1/C(=C\c2ccc(-c3ccccc3)cc2)CS(=O)(=O)c2ccc(F)cc21	i
CCOC(=O)C(C(=O)OCC)C1CCS(=O)(=O)C1 (stereo not drawn)	i
CC(C)(C)OC(=O)NC(CC(N)=O)C(=O)O (stereo not drawn)	i
Cc1ccc(S(=O)(=O)N=c2ccc(Cl)cn2C(F)F)cc1	i
O=S(=O)(c1ccccc1)C1(S(=O)(=O)c2ccccc2)CCCC1	i
c1ccc(-n2cnnc2SCc2nnnn2-c2ccccc2)cc1	i
Nc1nc(SCCSc2cc(Cl)ccc2Cl)n[nH]1	i
